ERb coact inh – ER-beta (human) coactivator binding inhibition; TR-FRET ER-beta LBD / SRC1-Cy5 peptide binding; receptor agonist-loaded with 1 µM estradiol; inhibition, % at 25.6 µM; 1.3% of 86,000 active; AID 633;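 active = compounds whose percent inhibition of the receptor-coactivator binding signal exceeds about 50% in the single-dose screen, limit read from the data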;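 also: 0% = receptor plus peptide wells without compound and 100% = peptide-only wells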
Target sequence (Q92731 whole entry, looked up, the tested form may be a part): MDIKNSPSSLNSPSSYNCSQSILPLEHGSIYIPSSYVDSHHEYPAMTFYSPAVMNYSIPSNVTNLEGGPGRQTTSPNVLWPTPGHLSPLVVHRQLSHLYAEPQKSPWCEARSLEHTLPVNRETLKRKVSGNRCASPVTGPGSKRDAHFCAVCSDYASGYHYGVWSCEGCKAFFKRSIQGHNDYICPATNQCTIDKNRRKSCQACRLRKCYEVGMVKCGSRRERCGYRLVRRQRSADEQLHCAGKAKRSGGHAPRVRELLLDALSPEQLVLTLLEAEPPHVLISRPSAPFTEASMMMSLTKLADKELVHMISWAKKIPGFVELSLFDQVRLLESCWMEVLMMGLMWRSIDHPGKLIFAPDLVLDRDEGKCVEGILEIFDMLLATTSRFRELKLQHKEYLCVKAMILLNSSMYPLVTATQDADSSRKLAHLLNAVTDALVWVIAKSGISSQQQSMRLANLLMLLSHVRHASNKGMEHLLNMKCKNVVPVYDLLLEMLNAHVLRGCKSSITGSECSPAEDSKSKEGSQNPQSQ
FAK inh – FAK (human) kinase inhibition; inhibition, %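 (tested at 7 µM)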; AID 727; 0.84% of 97,000 active; biochemical FAK kinase activity assay; in the data active = inhibition above about 19%;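 also: 0% = DMSO and 100% = reference compound high control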
PLAP activator – activators of human placental alkaline phosphatase; AID 696; purified PLAP enzyme, luminescent substrate read-out; active compounds read high; activation fold at 20 µM; 1.2% of 96,000 active; P05187; in the data active = activation fold above about 2
Target sequence (P05187 whole entry, looked up): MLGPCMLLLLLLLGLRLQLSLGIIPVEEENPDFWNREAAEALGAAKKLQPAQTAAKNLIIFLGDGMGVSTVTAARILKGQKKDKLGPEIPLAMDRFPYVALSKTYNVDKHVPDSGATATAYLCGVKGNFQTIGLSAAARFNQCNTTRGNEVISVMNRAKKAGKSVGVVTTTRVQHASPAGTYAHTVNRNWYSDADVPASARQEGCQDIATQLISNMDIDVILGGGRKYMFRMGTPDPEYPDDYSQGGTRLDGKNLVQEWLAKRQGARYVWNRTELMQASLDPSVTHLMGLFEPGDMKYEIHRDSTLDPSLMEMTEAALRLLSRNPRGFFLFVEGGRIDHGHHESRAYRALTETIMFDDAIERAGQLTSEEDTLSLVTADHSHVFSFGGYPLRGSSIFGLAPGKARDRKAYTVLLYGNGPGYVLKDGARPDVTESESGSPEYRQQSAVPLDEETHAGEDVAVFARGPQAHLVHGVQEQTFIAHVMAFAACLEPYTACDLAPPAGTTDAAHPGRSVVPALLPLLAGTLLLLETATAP
Mac1 fbg inh – blocks human CD11b/CD18 adhesion to fibrinogen; K562 CD11b/CD18 adhesion to fibrinogen, ATPlite luminescence; Mn2+ added to activate the integrin; inhibition, % at 10 µM; 0.54% of 93,000 active; AID 1497;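 active = primary inhibition of 50% or more at 10 µM, then 40% or more on retest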; also: some results filed as inactive read as strong as hits
MT1-MMP txn act – MT1-MMP promoter transcription activation | HT1080 MT1-MMP promoter luciferase reporter, luminescence, overnight; active compounds read high | 0.16% of 86,000 active | activation factor at 10 µM;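 active = activation factor of at least 2 for MT1-MMP transcription at 10 µM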
Ecoli WT expand – E. coli BW25113 growth inhibition, expanded screen | OD600 absorbance | growth inhibition, % at 100 µM | 0.15% of 98,000 active | AID 710;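 active = growth inhibition above about 50% at one test dose, limit read from the data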;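 also: growth measured after 20 h incubation at 37 °C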
ERa SRC1 inh – ER-alpha (human) coactivator binding inhibition; inhibition, % at 25.6 µM; TR-FRET ER-alpha LBD / SRC-1 peptide, estradiol-bound; AID 629; 1.7% of 86,000 active; P03372; in the data active = inhibition above about 50%;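 also: 0% = receptor plus peptide control and 100% = peptide only without receptor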
ERa SRC1 pot – ER-alpha (human) coactivator binding potentiation; P03372; TR-FRET ERalpha-LBD/SRC-Cy5 coactivator binding, 2 h; 100 = basal binding, no effect; coactivator binding (% of control), % at 25.6 µM; 1.3% of 86,000 active; AID 639; in the data active = activity above about 200%;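 also: binding measured in presence of low estradiol as agonist stimulus; 0% = peptide alone without receptor and 100% = receptor with peptide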
Mac1 fbg enh – CD11b/CD18-fibrinogen binding enhancement; P05107+P11215; K562 CD11b/CD18 adhesion to fibrinogen, ATPlite luminescence; activation, % at 10 µM; 0.07% of 93,000 active;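 active = 10 µM primary screen giving 50% or more activity, confirmed by 40% or more on retest at that dose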; also: strong numbers were not always called active; reference of the scale not given here
An asterisk follows results filed as active; x = no result given; [ ] = another dose, or the depositor's remark.

SMILES	ERb coact inh	FAK inh	PLAP activator	Mac1 fbg inh	MT1-MMP txn act	Ecoli WT expand	ERa SRC1 inh	ERa SRC1 pot	Mac1 fbg enh
Cc1ccc2cc(C=C(C#N)C#N)c(N3CCCCC3)nc2c1	x	-5	1.1	29	x	1	x	x	-7
COc1ccc(S(=O)(=O)N(C)CC(=O)NCCC2=CCCCC2)cc1OC	1	0	1.6	0	1.1	-4	-4	102	-1
COc1cccc(/C(O)=C2/C(=O)C(=O)N(CCN(C)C)C2c2ccc(Br)cc2)c1 (stereo unspecified)	4	5	1.5	-10	1.1	-1	-4	121	-1
CCCOc1ccc(-c2nnc(-c3ccncc3)o2)cc1	-2[fluorescence artefact?]	x	1.1	-6	1.5	-3	6[fluorescence artefact?]	92	-3
CCOC(=O)c1ccc(NC(=O)C2CCCN(S(=O)(=O)c3cnc[nH]3)C2)cc1 (stereo unspecified)	-6	-4	1.5	2	1.1	-6	2	116	-2
Cc1ccsc1C1C=C(c2cccc(Br)c2)Nc2ncnn21 (stereo unspecified)	-10	3	1.1	-2	1.1	-18	5	88[fluorescence artefact?]	-3
O=C1c2ccccc2C(=O)N1CCC1=CCCCC1	-4	0	1	-7	1.6	5	-3	114	-4
CCCc1cc(=O)[nH]c(SCC(N)=O)n1	0	-1	0.8	-1	1	6	-1	125	-3
COc1ccc(N=c2scc(-c3ccc(OC)cc3)n2CCO)cc1	1	-2	x	x	1.3	x	4[fluorescence artefact?]	97	x
CC(C(=O)N1c2ccc(F)cc2CCC1C)N1C(=O)c2ccccc2C1=O (stereo unspecified)	-9[fluorescence artefact?]	6	1.1	-25	1	2	3	110	0
CCOCCn1c(=O)c2c(nc3n2CCN3c2ccccc2)n(C)c1=O	0	x	x	x	1.1	x	5	116	x
Cc1ccc(C2C(C(=O)c3sc(-c4ccccc4)nc3C)=C(O)C(=O)N2CCN(C)C)o1 (stereo unspecified)	-3	0	x	x	1.1	x	-14	99	x
O=C(Nc1ccc2c(c1)OCO2)N1CCOCC1	7	-2	1.1	0	1.4	-1	-3	100	-1
O=C(C1CC1)N(Cc1ccco1)c1nc(-c2ccccc2)cs1	4	0	0.9	15	1.2	-1	-2	85	10
NC(=O)C1(c2ccccc2)CCOCC1	-23	-2	0.8	0	1.1	0	-31	116	-3
Cc1ccsc1/C=N/Nc1ncc(Cl)cc1Cl	x	4	x	86	x	-4	x	x	-4
COc1cc(-c2nnc3sc(Cc4ccccc4)nn23)cc(OC)c1OC	1	-6	1.4	-1	1	-13	-5	104	1
O=C(NCc1ccccc1Cl)c1cnn2cccnc12	0	1	0.8	-8	1.1	14	-8	105	-1
O=C(Nc1ccccc1C(=O)OCn1nnc2ccccc2c1=O)c1ccco1	2	5	1.1	-12	1.1	-17	7	111	8
CCn1c(COc2ccc(OC)cc2)nc2ccccc21	0	-1	0.9	x	1.5	6	2	118	x
COc1ccc(N2CCN(Cc3cc(=O)oc4c3ccc3ccccc34)CC2)cc1	6[fluorescence artefact?]	x	1.3	-3	1.2	x	-2	116	16
CCCC(=O)C1=C(O)C(C(=O)OC)C(C)(C)CC1=N (stereo unspecified)	2	-1	0.9	-17	1.2	0	-30	98	1
Oc1c(C=Nc2cccc3cccnc23)sc2ccccc12	51*[fluorescence artefact?]	4	0.9	41	0.9	-2	79*	64[fluorescence artefact?]	-2
COc1cccc(Nc2nc(-c3sc(NC(=O)CC(C)C)nc3C)cs2)c1	x	3	0.9	2	x	-4	x	x	2
CCN(CC)CCCN1C(=O)C(O)=C(C(C)=O)C1c1cccc(OC)c1 (stereo unspecified)	-3	-2	1.1	-10	1	-3	-7	112	-3
CCCCC(SCC(=O)Nc1ccccc1)C(=O)O (stereo unspecified)	6	-3	1.1	16	1.5	-2	-7	108	2
COc1cc(C2C(C(=O)c3cccs3)=C(O)C(=O)N2c2cc(C)on2)ccc1O (stereo unspecified)	5	5	1.1	-17	1.1	-1	0	106	-2
O=C(O)C1Cc2ccccc2CN1C(=O)c1ccccc1Cl (stereo unspecified)	0	1	0.9	-8	1.1	2	-2	91	4
COc1ccc(CCNC(=O)CCN2C(=O)COc3ccc(C)cc32)cc1OC	-29	0	1.4	x	1	4	-17	106	x
CCOCCCn1c(C)nc2c(c1=O)c1nc3ccccc3nc1n2-c1ccc(C)cc1	-5	-3	1.2	7	1.1	-8	-4	122	4
Brc1ccccc1Cn1c(-c2cscn2)nc2ccccc21	-4	2	1	-34	x	-1	-4	127	0
CC1CCc2c(nc3nc[nH]n3c2=O)C1 (stereo unspecified)	4	-1	0.9	-43	x	-15	-7	117	-1
O=C(COC(=O)c1ccc(S(=O)(=O)N2CCc3ccccc3C2)cc1)NC(=O)NCc1ccco1	15	-4	1	-15	1	0	10	104	59
CCc1nnc(NC(=O)c2cc(S(=O)(=O)N(CC)CC)ccc2Cl)s1	-6[fluorescence artefact?]	-2	1.2	6	1	-1	-4	107	3
CC(C)c1ccc(C(O)c2cnc(C(C)C)n2C)cc1 (stereo unspecified)	3	-1	1.3	-15	1	-5	4	130	2
COc1ccc(C(=O)Nc2ccccc2N2CCOCC2)cc1Br	1	3	x	x	1.2	x	-9	99	x
CC(=O)c1ncnn1CC(=O)c1ccc(Cl)cc1Cl	-9	4	1.4	-7	1	3	-4	113	-3
CC(/C=C/c1ccco1)=N/NC(=O)c1ccccc1Cl	x	-7	1.2	-1	x	8	x	x	1
CCOc1ccc(OCc2ccc(C(=O)OCc3ccccn3)o2)cc1	3	x	1.6	9	x	-14	8	115	-3
CC(C)C(NC(=O)c1ccccc1)c1nnc(SCC(=O)Nc2nccs2)n1C (stereo unspecified)	1	1	1	-10	1	4	-4	156	-3
CCOC(=O)/C(C(N)=NC)=C(\O)c1ccccc1	-16	0	0.8	4	1.1	-5	-8	99	0
COc1ccc(S(=O)(=O)N2CCC(C)CC2)cc1Br	-6[fluorescence artefact?]	0	0.9	14	1.1	-2	-11	105	-3
Cc1ccc(C)c(NC2=NS(=O)(=O)c3ccccc32)c1	-5	-1	1	6	0.8	-1	-3	102	4
COc1ccc(-c2nnn(CC(=O)N(CC(=O)NCCC(C)C)c3ccccc3)n2)cc1OC	-3	3	1.7	7	1	3	-3	121	0
COc1ccc(C(c2sc3nc(C)nn3c2O)N2CCC3(CC2)OCCO3)cc1 (stereo unspecified)	-7	-2	1.5	-17	1.3	3	-3	109	-2
CCCCOC(=O)Cn1c(=O)oc2ccc(C)cc21	-3	-4	0.9	4	1.1	14	-3	105	6
Cc1c(C(=O)O)sc2ncnc(N3CCCCC3C)c12 (stereo unspecified)	-2[fluorescence artefact?]	-2	1	-15	x	1	-28	105	4
CC(C)(C)C(=O)Nc1c2c(nc3c1CCC3)CCCC2	19	2	1.2	5	1	7	3	80	-6
O=C1c2cccnc2C(O)N1Cc1ccc(F)cc1 (stereo unspecified)	-3[fluorescence artefact?]	-3	x	x	1.2	x	-5	103	x
COc1ccc(C(C)=O)c(OC(=O)c2ccc(OC)c(OC)c2)c1	9	0	1	x	1.4	-9	2	108	x

(list continues)
SMILES	ERb coact inh	FAK inh	PLAP activator	Mac1 fbg inh	MT1-MMP txn act	Ecoli WT expand	ERa SRC1 inh	ERa SRC1 pot	Mac1 fbg enh
COc1ccc(C(=O)Nn2c(C3CCC3)nc3ccccc3c2=O)c(OC)c1	16[fluorescence artefact?]	1	x	x	1.2	-14	15	91	x
O=C(O)C1CC=CCC1C(=O)Nc1cccc(F)c1 (stereo unspecified)	-13	1	0.8	-3	1.1	-1	-5[fluorescence artefact?]	187	-2
COCC(C)NC(=O)c1cc(-c2ccccc2OC)on1 (stereo unspecified)	-2[fluorescence artefact?]	1	1	3	1.3	-1	3[fluorescence artefact?]	113	-1
O=C(O)CC(CC(=O)Nc1nncs1)c1ccccc1 (stereo unspecified)	-9[fluorescence artefact?]	0	0.9	14	1.1	5	-5	137[fluorescence artefact?]	5
CCOc1cccc(NC(=O)C2CC(=O)N(C)C(=Nc3ccccc3)S2)c1 (stereo unspecified)	3[fluorescence artefact?]	-1	1.1	32	1	-4	9	112[fluorescence artefact?]	16
Nc1c(NCCC2=CCCCC2)c(=O)[nH]c(=O)n1Cc1ccccc1	-5	4	1.3	6	1.2	1	4	93[fluorescence artefact?]	8
Cc1ccc2[nH]c(=O)c(CN(CCCO)S(=O)(=O)c3c(C)ccc4nsnc34)cc2c1	0	0	1.3	-4	1.3	2	0	100	2
CCOc1cc(S(=O)(=O)Nc2ccccc2CC)ccc1Cl	15	5	1	12	1.1	2	6	92	-1
CCn1c(N2CCN(C(=S)NCC(C)C)CC2)nc2ccccc21	x	-2	0.9	-18	x	-4	x	x	0
O=c1c2ccccc2nc2c3ccccc3c(N3CCOCC3)nn12	10	x	x	x	1	x	6	124	x
Cc1[nH]c(=O)[nH]c(=O)c1S(=O)(=O)NCCc1ccc(S(N)(=O)=O)cc1	2	x	0.8	-4	1	4	2	119	2
COc1ccc(/C=N/NC(=O)c2ccoc2C)cc1COc1c(C)cccc1C	x	0	0.9	84	x	-13	x	x	-9
CCOC(=O)CSC1=C(C#N)C(c2ccccc2OCC)C(C#N)C(=O)N1 (stereo unspecified)	-11	-5	1.5	19	1	3	-8[fluorescence artefact?]	92	3
CCCn1nnc(NC(=O)c2cccc(Cl)c2)n1	-9	6	1.1	x	1.3	14	-6	100	x

Already shown: entries from further up.
SMILES	ERb coact inh	FAK inh	PLAP activator	Mac1 fbg inh	MT1-MMP txn act	Ecoli WT expand	ERa SRC1 inh	ERa SRC1 pot	Mac1 fbg enh
COc1ccc(C(=O)Nn2c(C3CCC3)nc3ccccc3c2=O)c(OC)c1	16[fluorescence artefact?]	1	x	x	1.2	-14	15	91	x
O=C(O)C1CC=CCC1C(=O)Nc1cccc(F)c1 (stereo unspecified)	-13	1	0.8	-3	1.1	-1	-5[fluorescence artefact?]	187	-2
COCC(C)NC(=O)c1cc(-c2ccccc2OC)on1 (stereo unspecified)	-2[fluorescence artefact?]	1	1	3	1.3	-1	3[fluorescence artefact?]	113	-1
O=C(O)CC(CC(=O)Nc1nncs1)c1ccccc1 (stereo unspecified)	-9[fluorescence artefact?]	0	0.9	14	1.1	5	-5	137[fluorescence artefact?]	5
CCOc1cccc(NC(=O)C2CC(=O)N(C)C(=Nc3ccccc3)S2)c1 (stereo unspecified)	3[fluorescence artefact?]	-1	1.1	32	1	-4	9	112[fluorescence artefact?]	16
Nc1c(NCCC2=CCCCC2)c(=O)[nH]c(=O)n1Cc1ccccc1	-5	4	1.3	6	1.2	1	4	93[fluorescence artefact?]	8
Cc1ccc2[nH]c(=O)c(CN(CCCO)S(=O)(=O)c3c(C)ccc4nsnc34)cc2c1	0	0	1.3	-4	1.3	2	0	100	2
CCOc1cc(S(=O)(=O)Nc2ccccc2CC)ccc1Cl	15	5	1	12	1.1	2	6	92	-1
CCn1c(N2CCN(C(=S)NCC(C)C)CC2)nc2ccccc21	x	-2	0.9	-18	x	-4	x	x	0
O=c1c2ccccc2nc2c3ccccc3c(N3CCOCC3)nn12	10	x	x	x	1	x	6	124	x
Cc1[nH]c(=O)[nH]c(=O)c1S(=O)(=O)NCCc1ccc(S(N)(=O)=O)cc1	2	x	0.8	-4	1	4	2	119	2
COc1ccc(/C=N/NC(=O)c2ccoc2C)cc1COc1c(C)cccc1C	x	0	0.9	84	x	-13	x	x	-9
CCOC(=O)CSC1=C(C#N)C(c2ccccc2OCC)C(C#N)C(=O)N1 (stereo unspecified)	-11	-5	1.5	19	1	3	-8[fluorescence artefact?]	92	3
CCCn1nnc(NC(=O)c2cccc(Cl)c2)n1	-9	6	1.1	x	1.3	14	-6	100	x
